Source: PubChem
Rab9 prom act: qHTS Assay for Rab9 Promoter Activators | Potency, µM (top dose mostly 9.22 µM), for the others: top-dose activation, negative = inhibition, most hits filed as activators | 320,000 compounds, 2.8% hits | Huh7 Rab9 promoter-luciferase reporter, luminescence, 24 h | AID 485297, 2010; note: potency is the fitted concentration of half-maximal effect; % of control where 0% means no effect; nearly all actives have a fitted effect of over 60% in size
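Cells were plated at 1500 per well in reduced-serum medium with 10% FBS and left 2 h. Compound in DMSO was then added for 24 h at 37 °C. Reporter signal was read by luminescence after 10 min with luciferase detection reagent.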
ELG1 genotox: qHTS screen for small molecules that induce genotoxicity in human embryonic kidney (HEK293T) cells expressing luciferase-tagged ELG1; HEK293T ELG1-luciferase reporter, luminescence, 16 h; Potency, µM (highest dose often 46 µM), for inactives: top-dose activity change, positive = activation, actives largely listed as activators; 330,000 compounds, 1.3% hits; note: potency is the fitted concentration of half-maximal effect; % of control where 0% means no effect; nearly all actives have a fitted effect of over 60% in size
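Genotoxicity was scored as increased ELG1-luciferase reporter signal, measured by ONE-Glo luminescence (30 min, room temperature). Compound or vehicle exposure of the HEK293T reporter cells lasted 16 hr at 37°C.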
Menin MLL FP TR: qHTS Assay for Inhibitors Targeting the Menin-MLL Interaction in MLL Related Leukemias: Competition With Texas Red Labeled MLL-derived Mutant Peptide | Menin + Texas Red MLL mutant peptide, fluorescence polarization | 270,000 compounds, 0.23% hits | Potency, µM (top dose mostly 61.6 µM), for inactives: at the top dose FP activity change, negative = inhibition, actives largely listed as inhibitors; active = well fitted inhibition curve with a large enough effect in the polarisation, with a control signal flat, not every such curve was filed as active; inconclusive = small, poorly fitted or top-dose-only effect, or effect the other way, or a change in a side signal; inactive = no such curve, though single readings can be large or run the other way; the % refers to the polarisation; note: potency is the fitted concentration of half-maximal effect; % of control where 0% means no effect; many of its hits are not listed in these tables
Giardia killer: Small Molecules that selectively kill Giardia lamblia: qHTS. 340,000 compounds, 0.15% hits. activity change, % at 7.66 µM, hits read low. Giardia lamblia trophozoite viability; in the data active = activity change below about -80%; inconclusive = between about -30% and that limit;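 note: parasites exposed to compound for two days anaerobically before the ATP read; % is set by controls: 0 for no effect and ±100 for the full control effect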
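Media and compound were dispensed first, then trophozoites at 100 cells/well; plates sat 48 hrs at 37 deg C without oxygen before ATP luminescence reagent was added and read after 15-30 min at room temperature.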
NPC1 prom act: qHTS Assay for NPC1 Promoter Activators. Huh7 NPC1 promoter luciferase reporter, 24 h. Potency, µM (highest dose often 9.22 µM), for the others: at the highest dose activation, most hits filed as activators. 320,000 compounds, 2.4% hits. AID 485313, 2010;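 note: potency is the fitted concentration of half-maximal effect; % of control where 0% means no effect; nearly all actives have a fitted effect of over 60% in size; reporter is driven by a mutant NPC1 promoter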
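Compounds in DMSO were transferred onto Huh7 NPC1-luciferase reporter cells pre-incubated 2 h; after 24 h at 37 °C, Amplite reagent was dispensed and luminescence recorded 10 min later.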
FLuc modulator: qHTS profiling assay for firefly luciferase inhibitor/activator using purifed enzyme and Km concentrations of substrates (counterscreen for miR-21 project). 360,000 compounds, 6.9% hits. Potency, µM (highest dose often 57.5 µM), without a hit: top-dose activity change, negative = inhibition, most hits filed as inhibitors. AID 588342, 2011. Luciferin 4-monooxygenase (Photinus pyralis), P08659. purified FLuc, Km substrates, luminescence inhibition;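 note: potency is the fitted concentration of half-maximal effect; plate controls were vehicle for no effect and reference inhibitor for full effect; nearly all actives have a fitted effect of over 55% in size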
Target sequence (P08659 whole entry, looked up): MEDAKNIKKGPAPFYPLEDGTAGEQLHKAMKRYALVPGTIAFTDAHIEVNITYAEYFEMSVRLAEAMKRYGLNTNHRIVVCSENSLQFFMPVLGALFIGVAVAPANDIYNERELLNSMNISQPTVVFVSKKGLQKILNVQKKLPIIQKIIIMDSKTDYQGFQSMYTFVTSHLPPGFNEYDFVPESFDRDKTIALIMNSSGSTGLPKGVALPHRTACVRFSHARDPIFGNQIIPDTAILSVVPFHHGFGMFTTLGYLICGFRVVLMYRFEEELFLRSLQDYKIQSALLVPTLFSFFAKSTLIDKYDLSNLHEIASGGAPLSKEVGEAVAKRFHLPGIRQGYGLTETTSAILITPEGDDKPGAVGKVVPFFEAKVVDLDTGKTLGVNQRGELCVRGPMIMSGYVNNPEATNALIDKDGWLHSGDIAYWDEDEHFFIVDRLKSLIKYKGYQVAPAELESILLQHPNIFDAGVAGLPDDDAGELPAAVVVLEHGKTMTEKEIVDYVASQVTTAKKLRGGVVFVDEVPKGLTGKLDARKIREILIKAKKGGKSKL
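Biochemical qHTS of compounds, final roughly 60 µM downward over six points, against 10 nM purified firefly luciferase using Km concentrations of substrates (10 uM D-luciferin, 10 uM ATP) in Tris acetate pH 7.5 buffer; luminescence output.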
PKM2 activator: qHTS Assay for Activators of Human Muscle isoform 2 Pyruvate Kinase; AID 1631, 2009; 260,000 compounds, 0.34% hits; Pyruvate kinase PKM (Homo sapiens), P14618; Potency, µM (series often up to 57.5 µM), for the others: at the top dose activation, most hits filed as activators; purified PKM2, Kinase-Glo ATP luminescence, activation; response scale: 0% is enzyme alone, no compound; note: potency is the fitted concentration of half-maximal effect; % is set by controls: 0 for no effect and ±100 for the full control effect; nearly all actives have a fitted effect of over 55% in size
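ATP formation by purified human PK-M2, quantified via coupled luciferase luminescence after 1 h at room temperature with 0.1 mM ADP and 0.5 mM PEP final.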
RORgamma inh: qHTS for inhibitors of ROR gamma transcriptional activity | Potency, µM (top dose mostly 53.6 µM), without a hit: at the highest dose activity change, negative = inhibition, actives largely listed as inhibitors | Nuclear receptor ROR-gamma (Mus musculus), P51450 | AID 2551, 2010 | Drosophila S2 Gal4-RORgamma UAS-luciferase reporter, 20 h | 310,000 compounds, 5.4% hits; note: potency is the fitted concentration of half-maximal effect; % is set by controls: 0 for no effect and ±100 for the full control effect; nearly all actives have a fitted effect of over 60% in size
Target sequence (P51450 whole entry, looked up, the tested form may be a part): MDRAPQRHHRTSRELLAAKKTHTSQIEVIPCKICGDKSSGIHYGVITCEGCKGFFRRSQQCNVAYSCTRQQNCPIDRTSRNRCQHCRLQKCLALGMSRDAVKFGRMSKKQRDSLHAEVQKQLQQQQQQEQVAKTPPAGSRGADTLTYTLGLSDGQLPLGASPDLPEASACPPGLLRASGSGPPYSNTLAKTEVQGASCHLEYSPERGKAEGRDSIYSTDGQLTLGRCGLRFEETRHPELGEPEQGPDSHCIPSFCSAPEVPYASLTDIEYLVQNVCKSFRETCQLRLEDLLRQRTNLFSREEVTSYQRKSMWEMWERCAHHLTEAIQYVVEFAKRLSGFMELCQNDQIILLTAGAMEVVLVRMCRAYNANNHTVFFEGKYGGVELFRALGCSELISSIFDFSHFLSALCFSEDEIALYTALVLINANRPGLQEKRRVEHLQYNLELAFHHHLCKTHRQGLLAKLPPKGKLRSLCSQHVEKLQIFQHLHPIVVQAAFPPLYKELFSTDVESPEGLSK
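Drosophila S2 cells stably expressing Gal4-DBD/mouse RORγ fusion under metallothionein promoter plus UAS-luciferase; compound 1 h, then 700 uM CuSO4 induction for 20 h at ambient temperature; inhibition read as reduced luminescence.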
BRCA1 expr up: qHTS Assay to Identify Small Molecule Activators of BRCA1 Expression | MCF7-BRCA1-FFLuc reporter, luminescence, 48 h; response scale: scaled: vehicle 0%, 10 µM genistein 100% | Potency, µM (top dose mostly 46.1 µM), without a hit: top-dose activation, most hits filed as activators | 380,000 compounds, 1.1% hits | AID 624202, 2012; note: potency is the fitted concentration of half-maximal effect; nearly all actives have a fitted effect of over 80% in size; some results filed as inactive show a strong effect at the top dose
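First, MCF7-BRCA1-FFLuc cells (2000/well) attach for 2 h; next, compounds are pin-added and incubated 48 h at 37 °C; finally, luciferase reagent is added and luminescence read after 15 min.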
p53 reactivator: qHTS assay for re-activators of p53 using a Luc reporter; H1299 p53-A138V BP100-luciferase reporter, luminescence, 24 h; Potency, µM (highest dose often 92.2 µM), for the others: at the highest dose activity change, positive = activation, hits mostly activators; 320,000 compounds, 0.063% hits; note: potency is the fitted concentration of half-maximal effect; % of control where 0% means no effect; nearly all actives have a fitted effect of over 45% in size
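p53-null H1299 cells stably carrying temperature-sensitive p53-A138V and a BP100-luciferase reporter were pinned with compounds (4-point, 1:5 series) and held 24 hrs at 37 deg C. Luminescence was read 10 min after detection reagent.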
VP16 counter: VP16 counterscreen qHTS for inhibitors of ROR gamma transcriptional activity | Drosophila S2 Gal4-VP16 UAS-luciferase, luminescence, 20 h | Potency, µM (series often up to 53.6 µM), inactives show at the top dose activity, negative = inhibition, actives largely listed as inhibitors | 310,000 compounds, 3.5% hits;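 note: Gal4-VP16 expression switched on by copper sulfate through the metallothionein promoter; potency is the fitted concentration of half-maximal effect; % is set by controls: 0 for no effect and ±100 for the full control effect; nearly all actives have a fitted effect of over 50% in size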
* hit, by the source's call; u = inconclusive; x = no result given; & = joins results of further samples; [ ] = dose if it differs, or a comment. Unless noted, calls come from the whole dose curve; as a rule, active = well fitted curve in the direction sought with a large enough effect; inconclusive = small, poorly fitted or top-dose-only effect, or another doubt; inactive = no such curve, though single readings can be large; an effect the other way counts as inactive or inconclusive. A portion of the library, so the mix of outcomes need not match the whole.

SMILES | BRCA1 expr up | NPC1 prom act | VP16 counter | RORgamma inh | Giardia killer | PKM2 activator | p53 reactivator | ELG1 genotox | Menin MLL FP TR | Rab9 prom act | FLuc modulator
Cc1ccc(S(=O)(=O)NC(CC(=O)O)c2ccco2)cc1 (stereo not drawn) | 2.1% | -2.4% | -5.4% | 0.3% | -12.2 | -5.9% | 14.0% | 2.0% | -0.2% | 11.5% | 0.3%
COC(=O)c1[nH]c2cc(OC)ccc2c1N=CN(C)C | -32.6% | -3.4% | 3.5% | 1.2% | -12.1 | 1.6% | 0.7% | 1.9% | x | 0.8% | -1.5%
CN(C)c1nc(Nn2cnnc2)nc(N(C)C)n1 | -5.1% | 4.1% | -3.6% | 7.5% | 6.3 | -7.3% | -1.2% | -0.2% | x | -2.2% | 2.0%
COc1ccc(C2(C(=O)NCCc3ccccc3)CCCC2)cc1OC | -1.1% | 0.1% | 1.6% | 0.0% | 9.9 | x | -2.3% | -3.3% | -23.0% | -5.2%[1.84 µM] | -0.4%
Oc1ccccc1C1=NN(c2ccccc2)C(c2ccccc2)C1 (stereo not drawn) | -83.9%[inhibitor] | -1.1% | -26.6% | -8.5% | u | x | -9.5% | -0.3% | u | -4.6% | u
O=C(c1nc2ccccc2[nH]1)c1ccccc1[N+](=O)[O-] | 11.2µM* | u | 9.1% | 18.2% | -13.6 | 2.3% | u | 16.7% | x | u | u
COc1ccc2c(Cl)c(-c3nnc(SCC(N)=O)n3C)sc2c1 | 29.9% | 1.0% | 3.2% | 45.8% | -1.1 | -0.6% | 0.0% | 0.2% | -0.6% | 0.1% | -15.6%
Cc1ccc(S(=O)(=O)NC2(C(F)(F)F)C(=O)Nc3c2c(=O)[nH]c(=O)n3-c2ccccc2)cc1 (stereo not drawn) | 15.9%&20.0% | -2.1% | -11.5% | -10.4% | -1.1 | -0.7% | -1.8% | -0.3% | 0.8% | -5.6% | -0.9%&4.6%
CCS/C(N)=N/N=C/c1cc(C)ccc1O | u | 1.58µM* | 2µM* | 0.708µM* | -15.4 | -10.0% | u | 1.16µM* | 2.7% | u | 0.953µM*
O=C(COc1cccc(NC(=O)c2cccs2)c1)c1ccc(F)cc1 | -4.5% | 1.4% | -13.6% | u | -1.8 | -11.1% | 6.3% | -5.5% | u | 11.1% | 23.9µM*
Cc1ccc(NC(=O)COC(=O)Cn2cnc3ccccc32)c([N+](=O)[O-])c1 | -4.7% | 1.0% | 4.5% | 41.3% | 10.3 | 5.9% | -2.1% | 1.9% | -5.5% | -1.5% | 1.4%
CCOC(=O)C1=C(C)NC(=O)NC1c1ccc(-c2ccccc2F)o1 (stereo not drawn) | -23.5% | -3.7% | 2.4% | -13.9% | 5.9 | -1.3% | 0.4% | 0.0% | -7.4% | -0.5% | 3.6%
O=C(CCl)Nc1ccc(-c2ccccc2)cc1 | -90.8% | -46.1%[inhibitor] | u | 25.1µM* | -12.6 | 0.1% | -15.0% | -9.2% | -5.2% | -47.1%[inhibitor] | -5.7%
O=c1c(Cl)c(Cl)cnn1Cc1nnc(-c2ccc(Cl)cc2)o1 | -87.9% | -43.1%[inhibitor] | u | u | -1.3 | 4.5% | -11.9% | -17.5% | u | -39.6%[inhibitor] | u
COc1ccc(/C=C2\CCCC3C2=NN(C(=O)CSc2n[nH]c(N)n2)C3c2ccc(OC)cc2)cc1 (stereo not drawn) | -61.9% | -3.8% | -6.7% | 28.7% | 7.2 | 1.8% | -7.2% | -5.7% | -5.6% | -7.9% | u
COc1ccc(C(c2sc3ncnn3c2O)N2CC(C)OC(C)C2)cc1OC (stereo not drawn) | 22.7% | -1.7% | -8.4% | u | 21.9 | -8.0% | u | 14.7% | 3.9% | -1.6% | 19µM*
CN(C)S(=O)(=O)c1cccc(NC(=S)NCCCn2ccnc2)c1 | 4.2% | -1.4% | 11.0% | -7.2% | 16.3 | 0.0% | 15.9% | 0.9% | -1.9% | -2.7% | 1.8%
O=C(CC1S/C(=N/N=C/c2c[nH]c3ccc(OCc4ccccc4)cc23)NC1=O)Nc1ccccc1 (stereo not drawn) | 12.5% | -2.4% | 3.6% | 15.2% | -1.9 | -2.7% | 18.0% | 1.7% | u | -6.5% | 0.6%
CC12CCC(C(=O)Nc3ccc(Cl)cc3)([C@H](Br)C1=O)C2(C)C (stereo partly drawn) | -9.2% | -0.5% | 1.1% | -8.5% | 15.1 | -15.8% | 0.6% | 7.3% | x | -4.5% | 0.9%
O=C(OC1CCCCC1=O)c1cccc(S(=O)(=O)NCc2ccccc2)c1 (stereo not drawn) | 9.8% | -2.8% | -4.0% | 12.7% | 1.9 | 3.0% | -0.7% | -8.1% | -8.1% | 8.2% | 3.3%
O=[N+]([O-])c1cc(S(=O)(=O)N2CCCC2)ccc1OCCOc1ccccc1 | -14.6% | -1.4% | x | x | -13.0 | x | -6.9% | -5.9% | x | -1.7% | 5.4%
CCOc1ccc(NC(=O)c2ccc3c(c2)OCCO3)cc1S(=O)(=O)N(CC)CC | 9.1% | 0.4% | x | x | -14.8 | x | -16.6% | -3.6% | x | -0.9% | x
C/C(=C\c1cccc(Cl)c1Cl)C(=O)c1c(C)cc(C)[nH]c1=O | 21.6% | -0.1% | 0.9% | -31.9% | 7.8 | -0.9% | x | -2.1% | u | 7.3% | 0.4%
COCCCNC(=O)Cc1ccccc1OC | -6.2% | -3.2% | 5.0% | 3.1% | -5.9 | 1.2% | -3.6% | 2.0% | -3.1% | 2.1% | 5.8%
O=C1[C@@H]2Cc3c([nH]c4ccccc34)C(c3ccc(Cl)cc3)N2C(=O)CN1CCO (stereo partly drawn) | -13.3% | -1.5% | 4.0% | u | -1.6 | x | -1.0% | -2.7% | 1.9% | 2.7%[1.84 µM] | 0.8%
O=C1CC(c2ccccc2)CC(O)=C1C=NC1CCCCCC1 (stereo not drawn) | 22.6% | 8.9% | -0.7% | u | -0.4 | -17.5% | 16.0% | -0.3% | -27.4% | 8.5% | u
CC(=O)C1=C(O)C(=O)N(c2ccccn2)C1c1ccc(C)cc1 (stereo not drawn) | -9.0% | 2.6% | 23.5% | -0.4% | -5.5 | x | -1.3% | 0.0% | -3.6% | -3.0% | -1.8%
CCOC(=O)c1ccccc1NC(=O)CSc1nncn1C | 3.8% | 2.8% | 2.7% | 15.3% | -12.5 | -9.9% | 0.2% | 1.0% | 3.5% | -2.5% | 0.1%
Cc1ccc(C(=O)c2coc3ccc(O)c(CN4CCN(C)CC4)c23)cc1 | -1.3% | 1.7% | -2.5% | -6.9%[10 µM] | 0.3 | 0.8% | 10.1% | -10.8% | -10.6% | 3.2% | 1.5%
COc1ccccc1-n1c(=O)[nH]c2c(C(N)=O)nc(-c3cccnc3)nc21 | -78.4% | -7.0% | 0.5% | 19.4% | u | 7.7% | 0.6% | 7.2% | x | 0.4% | 2.5%
O=S(=O)(c1ccccc1)n1ccc2cccnc21 | -1.2% | 0.3% | 2.9% | 17.7% | -9.8 | 15.4% | -6.0% | -0.1% | 18.5% | -8.0% | 4.8%
COC(=O)c1ccc(C)cc1 | 7.5% | x | 8.8% | 6.3% | -2.6 | x | 10.2% | -0.9% | x | x | x
CCCS(=O)(=O)N1CCCC(C(=O)N2CCC(Cc3ccccc3)CC2)C1 (stereo not drawn) | -19.7% | -2.1% | -2.7% | 1.3% | 13.1 | -1.1% | -8.1% | -17.2% | -5.7% | -3.0%[1.84 µM] | -2.0%
Cc1cc(C)n(CC(=O)n2c3c(c4ccccc42)CCCC3)n1 | -5.3% | 0.3% | 24.6% | 3.8% | 11.5 | -19.9% | -10.9% | 10.2% | -16.7% | -4.9% | -2.3%
Nc1nonc1-c1nc2ccccc2[nH]1 | 36.4% | -1.4% | 7.2% | 2.0% | -5.3 | 10.7% | 5.6% | -0.2% | 18.9% | -3.2% | -4.7%
CC1CCCCN1CCNC(=O)C1CCCN(c2ncnc3c2nc2n3CCCCC2)C1 (stereo not drawn) | 3.0% | 1.6% | -2.1% | -30.9% | 15.9 | x | 13.9% | 1.3% | -2.0% | 0.0% | 2.1%
CC(=O)NC1(C(F)(F)F)C(=O)NC(C)=C1C#N (stereo not drawn) | 0.0% | 1.2% | -2.3% | -4.2% | 22.4 | 10.6% | -5.2% | -2.9% | 7.4% | -2.5% | 0.0%
